Screening data (PubChem)
Rab7 wt GTP bind – alters GTP binding to wildtype dog Rab7. 190,000 compounds, 0.055% hits. GST-Rab7 beads, fluorescent GTP binding, flow cytometry; actives lie on both sides; untreated = 100%, excess cold GTP = 0%. GTP binding activity (percent of control), % at 10 µM;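 active = fluorescent GTP binding to Rab7 beads changed by at least 20 points from the 100% baseline, either direction, mostly lower; inconclusive = compound itself probably fluorescent, or too few beads counted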;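 note: median green fluorescence of bound Bodipy-FL-GTP per Rab7 bead population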
Pf gametocyte – P. falciparum stage V gametocyte viability inhibition; P. falciparum stage V gametocytes, ATP luminescence, 24 h; inhibition, % at 10.9 µM; 150,000 compounds, 0.065% hits;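 active = inhibition above the mean plus 3 SD of compounds within the control limits, set per campaign, cut at about 38% in these data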;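 note: 0% = DMSO wells and 100% = medium only without gametocytes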
HRas wt GTP bind – modulators of GTP binding to human HRas wildtype. GST-Ras wt beads, Bodipy-FL-GTP binding, flow cytometry; actives lie on both sides. GTP binding activity, % at 10 µM. 190,000 compounds, 0.14% hits;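 active = GTP binding activity at least 20% away from the 100% baseline, either lowered as inhibitor or raised as activator; inconclusive = flagged as likely green fluorescent, judged across all proteins in the well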;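 note: 0% = unlabeled GTP competition control and 100% = no-compound control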
Target sequence (P01112 whole entry, looked up): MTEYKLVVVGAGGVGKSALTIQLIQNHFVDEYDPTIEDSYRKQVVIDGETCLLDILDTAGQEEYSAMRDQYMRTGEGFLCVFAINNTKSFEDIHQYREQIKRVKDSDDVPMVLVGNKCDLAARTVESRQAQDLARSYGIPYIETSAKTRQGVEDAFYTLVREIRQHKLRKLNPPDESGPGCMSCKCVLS
Avidin bead fluor – compound fluoresces at 488/530 nm on avidin beads. 220,000 compounds, 0.38% hits. AID 1775. compound fluorescence 488/530 nm, flow cytometry; active compounds read high. fluorescence (KMESF) at 10 µM; in the data active = fluorescence above about 47; note: inactives centre near 10
Mcl1 Noxa PPI – Mcl-1/Noxa interaction inhibition. 220,000 compounds, 1.5% hits. AID 1022. inhibition, % at 21.7 µM. TR-FRET Mcl-1/Noxa peptide binding, 2 h. Q07820;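 active = compounds that cut the protein-peptide binding signal by more than 50% relative to plate controls in a single-dose test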;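 note: His-tagged Mcl-1 with rhodamine Noxa BH3 peptide and terbium anti-His antibody; 0% = Mcl-1 plus Noxa peptide wells and 100% = peptide-only wells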
Target sequence (Q07820 whole entry, looked up): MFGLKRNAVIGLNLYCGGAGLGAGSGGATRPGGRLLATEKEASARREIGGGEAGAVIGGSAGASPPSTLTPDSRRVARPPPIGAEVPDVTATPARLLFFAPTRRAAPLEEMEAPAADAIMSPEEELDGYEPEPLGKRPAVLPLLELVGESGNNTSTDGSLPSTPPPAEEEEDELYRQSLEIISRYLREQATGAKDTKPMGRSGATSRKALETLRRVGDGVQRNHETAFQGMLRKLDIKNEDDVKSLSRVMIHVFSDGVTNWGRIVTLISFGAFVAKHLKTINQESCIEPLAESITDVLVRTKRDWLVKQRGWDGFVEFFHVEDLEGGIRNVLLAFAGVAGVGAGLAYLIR
Rab2A wt mod – changes GTP binding to wildtype dog Rab2A, up or down; P61105; GST-Rab2 wt beads, Bodipy-GTP binding, flow cytometry; GTP binding activity, % at 10 µM; 190,000 compounds, 0.19% hits; AID 760;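 active = GTP binding activity at least 20 points away from 100%, either lowered or raised; inconclusive = signal likely due to the compound's own green fluorescence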;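 note: 0% = beads with excess unlabeled GTP and 100% = no-compound control corrected for plate trend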
Rac1 mut GTP – human Rac1 activated mutant GTP binding change; percent activity (GTP binding), % at 10 µM; AID 764; 190,000 compounds, 0.11% hits; P63000; GST-Rac1 activated beads, fluorescent GTP binding, flow cytometry; actives lie on both sides; 100% means binding = to untreated wells;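 active = GTP binding at least 20 percentage points away from the 100% baseline, in either direction, so actives lie on both sides; inconclusive = Compound likely fluorescent itself, or too few beads counted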
Rac1 wt GTP bind – human Rac1 wildtype GTP binding, inhibitors and activators. P63000. GST-Rac1 beads, fluorescent GTP binding, flow cytometry; actives lie on both sides; 0 = cold GTP competed, 100 = untreated. GTP binding activity (% of control), % at 10 µM. 190,000 compounds, 0.27% hits. AID 757;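 active = GTP binding activity at least 20 points away from the 100% control level, either lower or higher; inconclusive = compound flagged as likely green fluorescent, judged across all proteins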
Mcl1 Bid PPI – disrupts binding of human Mcl-1 to Bid peptide. TR-FRET Mcl-1/Bid-Dy647 peptide binding, 1536-well. Q07820. inhibition, % at 21.7 µM. 220,000 compounds, 0.97% hits;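 active = compounds that cut the binding signal by more than half at the single screening dose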;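 note: His-tagged Mcl-1 with europium anti-His antibody binding Bid BH3 peptide; 0% = Mcl-1 plus peptide wells and 100% = peptide-only wells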
Cdc42 wt GTP – modulators (inhibitors or activators) of GTP binding to human Cdc42 wildtype; AID 761; P60953; GST-Cdc42 beads, Bodipy-GTP binding, flow cytometry; actives lie on both sides; percent activity (GTP binding), % at 10 µM; 190,000 compounds, 0.2% hits;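 active = percent activity GTP binding at least 20 points away from the 100% baseline, either down as inhibitor or up as activator; inconclusive = compound flagged as likely green fluorescent from well-wide comparison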;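 note: median bead fluorescence of bound Bodipy-FL-GTP at 100 nM; 0% = excess unlabeled GTP control and 100% = no compound control; below 100% means less GTP binding so inhibitor and above means activator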
Target sequence (P60953 whole entry, looked up): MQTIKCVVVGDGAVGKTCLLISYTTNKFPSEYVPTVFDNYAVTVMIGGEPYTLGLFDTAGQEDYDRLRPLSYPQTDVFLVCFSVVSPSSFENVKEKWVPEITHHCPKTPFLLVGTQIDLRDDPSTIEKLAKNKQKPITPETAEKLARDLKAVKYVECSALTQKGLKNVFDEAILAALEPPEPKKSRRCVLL
GSH fluor – compound fluoresces at 488/530 nm on GSH beads. GSH beads flow cytometry, compound fluorescence 488/530 nm; active compounds read high. fluorescence (KMESF) at 10 µM. 190,000 compounds, 0.25% hits. AID 1776; in the data active = fluorescence above about 89;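 note: glutathione beads carrying GST-tagged Bcl family fusion proteins plus one bare bead set; values are compound well signal with DMSO vehicle wells as background; inactives centre near 16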
The depositor's hits bear a star; ? = inconclusive; . = no result given.

compound	Rab7 wt GTP bind	Pf gametocyte	HRas wt GTP bind	Avidin bead fluor	Mcl1 Noxa PPI	Rab2A wt mod	Rac1 mut GTP	Rac1 wt GTP bind	Mcl1 Bid PPI	Cdc42 wt GTP	GSH fluor
O=C(CSc1nc2ccccc2o1)NCc1n[nH]c(=O)c2ccccc12	99	11	102	14	-3	101	99	102	-25	100	29
Cc1cccc2cn[nH]c12	96	19	98	7	44	96	99	105	-10	98	19
CNC(=O)Nc1ccc2snnc2c1	102	.	100	7	29	100	99	102	-8	101	11
COc1cccc(NC(=S)Nc2cccnc2)c1	99	-4	102	12	9	98	99	105	-90	103	5
CC1CCc2onc(C(=O)NCc3ccco3)c2C1 (stereo not given)	?	-18	?	14	8	?	?	?	-23	?	17
O=C(NNC(=S)NCc1ccco1)C(c1ccccc1)c1ccccc1	105	18	103	4	-38	101	98	103	-68	98	19
COC(=O)c1cn(NC(=O)c2ccc3c(c2)OCO3)c(=O)c2ccccc12	100	-20	100	10	23	100	100	103	1	101	34
CCOC(=O)c1ccc(NC(=O)CC2C(=O)N(c3ccccc3)C(=O)N2CCCOC)cc1 (stereo not given)	102	.	100	37	-8	99	99	104	4	104	25
CNC(=O)C1CC(=O)N/C(=N/N=C(\C)c2cccs2)S1 (stereo not given)	101	10	100	10	5	101	99	100	2	102	16
CN(C(=O)c1coc(=O)c2ccccc12)c1ccc(F)cc1	101	-20	102	44	-9	101	99	104	-5	101	23
O=C(O)CC(c1ccccc1)n1cccc1 (stereo not given)	104	.	102	6	15	100	100	103	-29	102	16
CS(=O)(=O)N1CCC(CO)(Cc2ccccc2C(F)(F)F)CC1	93	-1	93	9	-18	93	97	97	-28	96	18
O=C(C1CCC1)N1CCN(Cc2ccccc2)CC1	102	-37	102	8	-7	101	97	100	-39	101	8
COc1ccccc1Oc1ccc(Oc2ccccc2OC)cc1	99	.	97	10	15	96	97	96	-21	95	10
NC(=O)COC(=O)c1ccccc1Oc1ccccc1	100	-4	99	10	16	99	99	99	-11	99	15
Cn1c(O)c(N=Nc2nc(-c3ccccc3)cs2)c2ccccc21	91	3	93	13	-21	89	92	94	-52	93	5
Cc1c(NC(=O)c2ccc(-c3ccc([N+](=O)[O-])cc3Cl)o2)c(=O)n(-c2ccccc2)n1C	?	8	?	6	1	?	?	?	-3	?	16
Nc1cc(C(=O)N2CCCC2)cc(C(=O)N2CCCC2)c1	99	.	100	10	15	102	100	98	4	103	25
COc1ccc(CNC(=O)COC(=O)CCc2nc3ccccc3c(=O)[nH]2)cc1	108	-19	99	11	3	102	98	100	-14	98	16
COc1ccc(/C=C2\CCCC3C2=NN(C(=O)CSc2ncn[nH]2)C3c2ccc(OC)cc2)cc1 (stereo not given)	95	-19	96	16	-1	95	99	102	-19	95	5
COc1ccc(NC(=O)C2CCC(=O)N2S(=O)(=O)c2ccc(C)cc2)c(OC)c1 (stereo not given)	105	6	103	5	3	101	97	107	-27	103	47
O=C(CSc1nnc2n1CCCN2C(=S)Nc1ccc(Cl)cc1)c1ccccc1	97	3	100	8	7	99	100	101	-27	100	16
CCC1C(O)=C(c2ccccn2)C(=N)N1c1ccccc1 (stereo not given)	98	-26	101	11	5	97	97	101	-93	97	35
CCc1nnc(SCC(=O)Nc2ccc(C(C)=O)cc2)nc1CC	102	.	102	20	3	100	98	103	-14	101	13
Cc1cc(C)c(S(=O)(=O)Nc2nnc(C)s2)c(C)c1	98	-6	99	31	19	97	98	97	-5	98	14
CC(C)(C)NC(=O)Cn1cnc([N+](=O)[O-])n1	93	.	94	10	.	90	92	92	-8	95	26
N#Cc1cc2cc3ccccc3nc2n2c(=O)c3ccccc3nc12	83	2	86	10	27	87	92	83	43	90	10
COCCNC(=S)N(Cc1cccnc1)Cc1ccc(OC)c(OC)c1	102	.	100	5	10	101	102	103	-5	101	9
Cc1c(C(=O)NC2=NCCS2)oc2ccccc12	99	.	98	17	31	100	97	98	-7	99	26
Cc1sc(NC(=O)C2CCCCC2C(=O)O)c(C(N)=O)c1-c1ccccc1 (stereo not given)	102	-2	100	23	6	98	96	98	-64	101	8
Cc1cc(C)cc(NC(=O)C2CCCN2C(=O)Oc2ccccc2)c1 (stereo not given)	100	.	106	12	-2	107	101	102	-27	105	21
Cc1ccc(Cn2c(Sc3nccc(C)n3)nc3c2c(=O)[nH]c(=O)n3C)cc1	96	.	101	7	-3	99	102	104	-23	104	6
CCC(C)NC(=O)c1c(C)cc(=O)oc1C (stereo not given)	93	.	96	12	-17	96	97	97	-30	98	26
O=C(CN1CCc2ccccc21)NCc1ccc2c(c1)OCO2	100	-9	102	9	-1	102	99	103	-41	101	11
O=C(CSc1ncccc1-c1nc2ccccc2[nH]1)N1CCN(c2ccccc2F)CC1	97	5	97	38	-12	94	94	93	0	99	11
Cc1[nH]n(-c2ccccc2)c(=O)c1/C=N/Nc1nncc(-c2ccccc2)n1	96	.	95	.	-25	98	97	100	-73	96	17
CC(C)C(NC(=O)c1cccc(S(=O)(=O)N2CCOCC2)c1)C(=O)NCCc1ccccn1 (stereo not given)	98	15	101	22	5	103	102	104	-2	104	28
CCn1nc(C(=O)OCC(=O)N2CCc3ccccc32)c2ccccc2c1=O	98	.	99	36	1	97	95	95	9	97	13
Cc1cc(Cl)ccc1OCC(=O)Nn1c(C)ccc1C	100	.	100	13	14	96	94	97	-30	97	28
Cc1cccc(-n2c(C)cc(/C=N/n3cnnc3)c2C)c1	102	-4	102	13	16	103	98	100	-40	101	28
CC(NC(=O)c1ccccc1Br)c1ccc2c(c1)CCCC2 (stereo not given)	100	-10	103	9	11	100	101	109	-10	104	13
Cn1c(=O)c2c(nc(SCC(=O)N3c4ccccc4CCc4ccccc43)n2C)n(C)c1=O	97	.	96	9	-8	94	95	100	-21	98	8
O=c1cc2c(nn1Cc1ccc(F)cc1)-c1ccccc1CC2	91	9	93	7	-11	91	91	92	-28	92	12
O=C(O)C1CCN(C(=O)Cc2ccccc2)CC1	103	11	96	10	13	97	96	97	0	97	10
C/C(=N\NC(=O)CCC(=O)Nc1ccccc1)c1cccs1	101	-21	102	5	-4	100	102	108	1	105	12
CN(C)S(=O)(=O)c1ccc(C(=O)N2CCC(c3nc4ccccc4o3)CC2)cc1	100	.	102	17	6	104	101	102	-10	102	24
CC1=CN2C(=NC(=O)CC2(C)C(=O)N(CC(=O)NC2CCCC2)c2ccccc2C)C=C1 (stereo not given)	95	.	102	7	13	99	101	101	5	102	14
COc1ccc(CC(=O)Nc2cccc(-c3nnc(-c4cccc(C)c4)o3)c2)cc1OC	93	.	95	14	4	94	90	94	12	96	29
COc1ccccc1OC(C)C(=O)O (stereo not given)	93	.	95	8	12	94	97	101	-6	93	5
O=C(CCC1COc2ccccc2O1)NCc1ccccc1 (stereo not given)	103	22	103	12	2	103	98	107	-8	105	35
CCOCCn1c(=NC(=O)/C=C/c2ccccc2Cl)sc2cc(NC(C)=O)ccc21	99	17	97	12	31	100	98	102	61*	103	21
COC(=O)c1c(-c2cc(C)ccc2C)csc1NC(=O)C1CC=CCC1C(=O)O (stereo not given)	98	.	91	22	15	91	88	88	-16	91	11
COc1ccc(C(=O)n2nnc3ccccc32)cc1OC	100	2	101	3	17	98	97	104	2	102	18
CCOc1cc(CNCCN2CCOCC2)ccc1OCc1ccccc1Cl	99	9	99	8	-2	100	95	98	-39	101	20
Cn1nnnc1NCc1ccc(Cl)c(Cl)c1	98	16	96	11	9	97	96	97	-5	95	14
CC(=O)N1CCN(c2ccc(S(=O)(=O)N3CCCCC3)cn2)CC1	98	-9	99	30	-5	97	98	105	-13	102	26
COc1cc(/C=C/C(=O)NNc2c(F)c(F)cc(F)c2F)ccc1OC(F)F	99	.	101	7	8	100	98	104	-29	101	50
CCC(=O)N1CCc2cc(S(=O)(=O)N3CCc4ccccc43)ccc21	101	.	103	9	-3	101	101	101	-26	103	15
Cc1c(C(=O)N2CCCCC2)sc(NC(=O)c2ccco2)c1C#N	101	.	103	4	-4	102	98	108	-9	104	31
CCOCCCNC(=O)C(c1ccc(Cl)cc1)N(Cc1ccc2c(c1)OCO2)C(=O)CNC(C)=O (stereo not given)	95	-11	95	9	12	96	95	97	-30	93	16

Record cards (already shown). Order of values: Rab7 wt GTP bind | Pf gametocyte | HRas wt GTP bind | Avidin bead fluor | Mcl1 Noxa PPI | Rab2A wt mod | Rac1 mut GTP | Rac1 wt GTP bind | Mcl1 Bid PPI | Cdc42 wt GTP | GSH fluor
Cc1cccc(-n2c(C)cc(/C=N/n3cnnc3)c2C)c1 is listed as 102 | -4 | 102 | 13 | 16 | 103 | 98 | 100 | -40 | 101 | 28
O=C(CSc1nc2ccccc2o1)NCc1n[nH]c(=O)c2ccccc12 is listed as 99 | 11 | 102 | 14 | -3 | 101 | 99 | 102 | -25 | 100 | 29
CCOCCn1c(=NC(=O)/C=C/c2ccccc2Cl)sc2cc(NC(C)=O)ccc21 is listed as 99 | 17 | 97 | 12 | 31 | 100 | 98 | 102 | 61* | 103 | 21
CCC1C(O)=C(c2ccccn2)C(=N)N1c1ccccc1 (stereo not given) is listed as 98 | -26 | 101 | 11 | 5 | 97 | 97 | 101 | -93 | 97 | 35

An excerpt of these results, as labelled records:
Cn1c(O)c(N=Nc2nc(-c3ccccc3)cs2)c2ccccc21
  Rab7 wt GTP bind: 91
  Pf gametocyte: 3
  HRas wt GTP bind: 93
  Avidin bead fluor: 13
  Mcl1 Noxa PPI: -21
  Rab2A wt mod: 89
  Rac1 mut GTP: 92
  Rac1 wt GTP bind: 94
  Mcl1 Bid PPI: -52
  Cdc42 wt GTP: 93
  GSH fluor: 5
Cc1c(NC(=O)c2ccc(-c3ccc([N+](=O)[O-])cc3Cl)o2)c(=O)n(-c2ccccc2)n1C
  Rab7 wt GTP bind: ?
  Pf gametocyte: 8
  HRas wt GTP bind: ?
  Avidin bead fluor: 6
  Mcl1 Noxa PPI: 1
  Rab2A wt mod: ?
  Rac1 mut GTP: ?
  Rac1 wt GTP bind: ?
  Mcl1 Bid PPI: -3
  Cdc42 wt GTP: ?
  GSH fluor: 16
